TRHR enhancer = allosterically enhances the human TRH receptor; P34981; actives 0.66% (n = 360,000); AID 493056; TRHR cells, fluo-8 calcium fluorescence, EC20 TRH enhancement; enhancement, % at 2 µM; in the data active = enhancement above about 30%; note: 0% is about no effect
Target sequence (P34981 whole entry, looked up): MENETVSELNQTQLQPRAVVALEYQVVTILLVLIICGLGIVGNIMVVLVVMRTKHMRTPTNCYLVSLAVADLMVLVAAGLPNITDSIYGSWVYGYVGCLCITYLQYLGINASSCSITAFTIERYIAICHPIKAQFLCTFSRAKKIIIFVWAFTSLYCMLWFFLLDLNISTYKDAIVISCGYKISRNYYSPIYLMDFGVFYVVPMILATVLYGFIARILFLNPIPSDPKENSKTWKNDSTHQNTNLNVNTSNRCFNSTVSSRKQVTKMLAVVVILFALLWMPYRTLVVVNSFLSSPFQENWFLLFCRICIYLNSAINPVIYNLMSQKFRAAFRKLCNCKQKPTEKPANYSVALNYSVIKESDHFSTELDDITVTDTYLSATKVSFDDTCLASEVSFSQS
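TRHR-expressing cells loaded with fluo-8 calcium dye were read kinetically (ex 480/em 530) during compound addition, then stimulated with an EC20 of TRH (10 nM final). Enhancement of the Gq-mediated intracellular calcium response was scored.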
RXFP1 antag = RXFP1 (human) relaxin receptor antagonism; AID 1259400; activity change, negative = inhibition, % at 57.5 µM; Q9HBX9; actives 0.59% (n = 350,000); HEK293-RXFP1, relaxin-stimulated cAMP HTRF, 30 min; stronger effect = lower value;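 active = activity change of -60% or lower, but not beyond a set lower limit; inconclusive = change between -60% and -40%, or beyond the set limit; inactive = change above -40%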; note: % is set by controls: 0 for no effect and ±100 for the full control effect
D2 antagonist = antagonists of human D2 dopamine receptor | HEK293 TREx D2 cells, calcium flux, dopamine EC80 | actives 2% (n = 340,000) | P14416 | inhibition, % at 10 µM; in the data active = inhibition above about 30%; note: 0% is about no effect
Target sequence (P14416 whole entry, looked up): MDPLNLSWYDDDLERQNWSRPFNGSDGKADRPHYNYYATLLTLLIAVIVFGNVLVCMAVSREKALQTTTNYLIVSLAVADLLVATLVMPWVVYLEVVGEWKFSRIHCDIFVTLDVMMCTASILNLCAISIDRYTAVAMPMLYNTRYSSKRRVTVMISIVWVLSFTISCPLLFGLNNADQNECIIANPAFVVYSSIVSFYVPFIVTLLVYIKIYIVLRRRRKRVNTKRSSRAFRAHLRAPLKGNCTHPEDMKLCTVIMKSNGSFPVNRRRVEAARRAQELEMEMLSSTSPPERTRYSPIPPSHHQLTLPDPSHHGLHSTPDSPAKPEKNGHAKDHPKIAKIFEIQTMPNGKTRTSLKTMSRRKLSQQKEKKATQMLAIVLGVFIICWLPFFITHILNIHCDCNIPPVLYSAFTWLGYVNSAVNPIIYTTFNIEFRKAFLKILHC
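Calcium flux kinetic readout in an inducible HEK293 TREx D2 line plated overnight at 30 C. After 180 s compound exposure, an EC80 dopamine challenge follows with another 180 s kinetic read to detect antagonism.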
TRHR ag = activates the human TRH receptor. activation, % at 2 µM. actives 0.18% (n = 360,000). P34981. TRHR cells, calcium flux fluo-8, FDSS agonist mode; note: 0% is about no effect
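TRHR-expressing cells loaded with fluo-8 calcium dye; 23 nL library compound pin-transferred, kinetic FDSS fluorescence (Ex 480/Em 530) recorded about 180 s for agonist-induced calcium release, before a 10 nM TRH EC20 addition for potentiator mode.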
D2 potentiator = positively modulates the human D2 dopamine receptor allosterically | P14416 | HEK293 T-REx D2, calcium flux, EC20 dopamine potentiation | potentiation, % at 10 µM | actives 0.34% (n = 340,000) | AID 485347;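 active = potentiation over 3 SD above the plate norm, cut at about 30% in these data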; note: 0% is about no effect
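Calcium flux readout, no-wash dye, 1 read/s. Inducible HEK293 Trex D2 line, overnight 30 C. Compound alone 180 s (agonist flags), then EC20 dopamine, another 180 s to score potentiation.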
D1 antag = human D1 dopamine receptor antagonism. P21728. actives 3.2% (n = 360,000). HEK293 TREx D1 cells, calcium flux, dopamine EC80; stronger effect = lower value. activity change, negative = inhibition, % at 10 µM; in the data active = activity change below about -30%; note: % is set by controls: 0 for no effect and ±100 for the full control effect
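Compound effects on dopamine-evoked calcium signalling were measured in tetracycline-induced HEK293 Trex D1 cells. Dopamine at EC80 followed a 180 s compound pre-read, and fluorescence was tracked kinetically for 180 s more.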
D2 ag = agonists of human D2 dopamine receptor | P14416 | HEK293 T-REx D2 cells, calcium flux agonist mode | activation, % at 2 µM | actives 0.53% (n = 340,000);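 active = activation over 3 SD above normal in the single-dose calcium agonist read, cut at about 30% in these data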; note: 0% is about no effect
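Agonism scored from kinetic calcium signal (1 read/sec, 180 s) following compound pin transfer, after a 10 s baseline. Cells: HEK293 Trex line expressing inducible D2 receptor coupled to calcium, dye-loaded after overnight culture at 30 C.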
D1 agonist = agonists of human D1 dopamine receptor; activation, % at 2 µM; actives 1% (n = 360,000); HEK293 T-REx D1 cells, calcium flux, agonist mode; AID 504660; note: 0% is about no effect
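Inducible HEK293 T-REx D1 cells, force-coupled to calcium signalling, were plated at 4000 cells/well with tetracycline and held overnight at 30 C. After no-wash calcium dye loading, compound-evoked calcium rise over 180 s flagged agonists.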
D1 potentiator = enhances dopamine response at the human D1 receptor; actives 0.036% (n = 360,000); potentiation, % at 10 µM; P21728; HEK293 TREx D1 cells, calcium flux, dopamine EC20 potentiation; in the data active = potentiation above about 30%; note: 0% is about no effect
* hit, by the source's call; ? = inconclusive; nt = not tested or not shown; ! = not active in a repeat. Cut-off read from the data, not from the text of the source, unless noted: active = activation above about 30%; inactive = the rest.

Preview:
SMILES | TRHR enhancer | RXFP1 antag | D2 antagonist | TRHR ag | D2 potentiator | D1 antag | D2 ag | D1 agonist | D1 potentiator
CCCc1ccc(C(=O)NNC(=O)c2ccc(Br)cc2)cc1 | -4 | -7 | 7 | -0.4 | 1 | -5 | 0.0 | 3 | 0
COc1ccc(-c2csc(N(CCCN(C)C)C(=O)c3ccc(F)cc3)n2)cc1 | -9 | -14 | -31 | 0.7 | -9 | -15 | 0.6 | 4 | -7
COC(=O)c1cc2sc(Cl)cc2n1CC(=O)Nc1ccc(OC)c(OC)c1OC | -3 | -11 | 14 | 0.6 | -8 | -1 | -0.1 | 7 | 4
N#C/C(=C\c1ccc(N2CCOCC2)o1)C(=O)NCCc1ccccc1 | 7 | ? | 46* | 58* | 3 | 2 | 21 | 124* | 0
O=[N+]([O-])c1ccc(/C=C/C2=NN(c3ccccc3)C(c3ccco3)C2)o1 (configuration not stated) | -9 | -30 | 8 | 40* | 5 | -4 | 20 | 97* | 0
Cc1c(CC(=O)N2C[C@H]3C[C@@H](C2)c2cccc(=O)n2C3)c(=O)oc2cc3occ(C(C)(C)C)c3cc12 | 4 | nt | 5 | -0.5 | -9 | -3 | 0.6 | 0 | -1
CC(C)NC(=O)NC(=O)CSc1ccccc1F | 1 | -4 | -9 | 0.3 | 12 | -8 | 0.2 | 1 | -4
O=C(/C=C/c1c(F)cccc1Cl)Nc1ccc(S(=O)(=O)Nc2ncccn2)cc1 | 13 | -9 | -15 | 0.0 | 2 | 11 | 1.1 | 2 | 6
CN(C)Cc1c(C(=O)N/N=C/c2cccc(OCc3c(F)cccc3Cl)c2)nnn1-c1nonc1N | -24 | 13 | 23 | 0.6 | 10 | -22 | nt | 7 | 1
Cn1c(CNC(=O)c2cccs2)nnc1SCC(=O)Nc1ccccc1 | 0 | -4 | -6 | -0.3 | -1 | 1 | 2.1 | 0 | 1
Cc1cc(C)c2cc(C#N)c(SCC(=O)NCc3ccco3)nc2c1 | -2 | -10 | -7 | -1.2 | -24 | 16 | -0.3 | 0 | -7

The list itself, previewed entries included:
SMILES | TRHR enhancer | RXFP1 antag | D2 antagonist | TRHR ag | D2 potentiator | D1 antag | D2 ag | D1 agonist | D1 potentiator
CCCc1ccc(C(=O)NNC(=O)c2ccc(Br)cc2)cc1 | -4 | -7 | 7 | -0.4 | 1 | -5 | 0.0 | 3 | 0
COc1ccc(-c2csc(N(CCCN(C)C)C(=O)c3ccc(F)cc3)n2)cc1 | -9 | -14 | -31 | 0.7 | -9 | -15 | 0.6 | 4 | -7
COC(=O)c1cc2sc(Cl)cc2n1CC(=O)Nc1ccc(OC)c(OC)c1OC | -3 | -11 | 14 | 0.6 | -8 | -1 | -0.1 | 7 | 4
N#C/C(=C\c1ccc(N2CCOCC2)o1)C(=O)NCCc1ccccc1 | 7 | ? | 46* | 58* | 3 | 2 | 21 | 124* | 0
O=[N+]([O-])c1ccc(/C=C/C2=NN(c3ccccc3)C(c3ccco3)C2)o1 (configuration not stated) | -9 | -30 | 8 | 40* | 5 | -4 | 20 | 97* | 0
Cc1c(CC(=O)N2C[C@H]3C[C@@H](C2)c2cccc(=O)n2C3)c(=O)oc2cc3occ(C(C)(C)C)c3cc12 | 4 | nt | 5 | -0.5 | -9 | -3 | 0.6 | 0 | -1
CC(C)NC(=O)NC(=O)CSc1ccccc1F | 1 | -4 | -9 | 0.3 | 12 | -8 | 0.2 | 1 | -4
O=C(/C=C/c1c(F)cccc1Cl)Nc1ccc(S(=O)(=O)Nc2ncccn2)cc1 | 13 | -9 | -15 | 0.0 | 2 | 11 | 1.1 | 2 | 6
CN(C)Cc1c(C(=O)N/N=C/c2cccc(OCc3c(F)cccc3Cl)c2)nnn1-c1nonc1N | -24 | 13 | 23 | 0.6 | 10 | -22 | nt | 7 | 1
Cn1c(CNC(=O)c2cccs2)nnc1SCC(=O)Nc1ccccc1 | 0 | -4 | -6 | -0.3 | -1 | 1 | 2.1 | 0 | 1
Cc1cc(C)c2cc(C#N)c(SCC(=O)NCc3ccco3)nc2c1 | -2 | -10 | -7 | -1.2 | -24 | 16 | -0.3 | 0 | -7
Oc1cccc(-c2nc3ccccc3s2)c1 | 1 | 2 | -6 | -0.4 | 0 | -9 | 0.0 | 3 | -7
CCOC(=O)Cc1cc(=O)n2[nH]c(-c3ccc(C)cc3)cc2n1 | 12 | 0 | 1 | 0.0 | 0 | 0 | -0.8 | 3 | 1
Cc1ccc(S(=O)(=O)Nc2cc3c4c(c2)C(C)C(=O)N4CCC3)cc1 (configuration not stated) | 8 | -4 | 7 | 0.3 | 0 | -17 | -0.4 | 0 | -7
C[C@@H](NC(=O)c1nc[nH]c1C(=O)NCc1ccccc1)c1ccccc1 | -4 | nt | -15 | 0.1 | 14 | 7 | 0.0 | 1 | -12
COc1ccccc1Nc1ncccc1C(=O)O | 6 | -6 | -1 | 0.3 | 5 | -15 | -1.1 | 0 | -5
CCNc1nc(NCC)nc(Oc2ccc(C(=O)OC)cc2)n1 | 3 | 2 | 7 | 0.1 | 4 | -1 | -0.8 | 8 | -2
CCn1cc(S(=O)(=O)N2CCCC2)cn1 | 0 | -2 | -2 | 0.1 | 21 | -3 | 0.3 | 5 | 1
Cc1ccc(C)c(N2CCN(S(=O)(=O)c3ccc4c(c3)NC(=O)CC(=O)N4)CC2)c1 | -2 | -4 | 10 | -0.1 | 0 | -7 | 0.1 | 5 | -6
COC(=O)c1[nH]c2ccccc2c1NC(=O)c1c(F)cccc1F | -1 | -3 | nt | 0.2 | nt | -11 | nt | 2 | -4
CCN(C(=O)Cn1cnc2onc(-c3ccc(F)cc3)c2c1=O)c1cc(C)ccc1C | -14 | nt | nt | 0.9 | -2 | -24 | 0.0 | 1 | 3
Clc1ccc(Cc2ccc(Cl)nn2)c(Cl)c1 | 2 | 25 | 5 | -0.5 | 6 | 3 | 0.1 | 0 | 3
O=C(Nc1ccc2c(c1)OCO2)C1CCCN(S(=O)(=O)c2cccs2)C1 (configuration not stated) | -3 | -6 | -13 | 0.2 | -1 | 1 | 0.2 | 4 | -9
O=C(NC1CCOCC1)C1CCC(=O)N(CCc2ccc(Cl)cc2)C1 (configuration not stated) | 18 | -2 | 15 | 1.2 | 23 | 5 | 1.6 | 1 | -5
NNC(=O)CNS(=O)(=O)c1ccc([N+](=O)[O-])cc1 | -4 | 21 | 49* | 0.4 | 8 | -4 | 2.1 | 3 | -2
OCCN1CCN(C(=S)Nc2cccc(C(F)(F)F)c2)CC1 | 3 | -69*! | 0 | 0.1 | -2 | -16 | -0.3 | 1 | -13
CCCNC(=O)CCn1cc(-c2ccc(OC)cc2)nc1-c1ccncc1 | 3 | nt | -8 | 0.1 | -14 | -16 | 1.8 | 0 | -5
O=Cc1ccc(N2CCCCC2)cc1 | 2 | -4 | 22 | -0.3 | 12 | 10 | 0.3 | -2 | 1
COCCn1c(SCC(=O)c2ccc(Cl)cc2)nnc1C(C)C | 1 | -16 | -11 | 0.1 | 11 | 9 | -0.1 | 2 | -3
CC(C)(C)c1ccc(C(=O)NN2C(=O)CSC2=S)cc1 | 2 | -37 | -2 | 0.1 | -3 | -9 | 0.0 | 3 | 3
COC(=O)c1sc2cccc(F)c2c1S(=O)(=O)N1CCN(c2cccc(OC)c2)CC1 | -8 | -9 | nt | 0.2 | -9 | -12 | -1.1 | 4 | -6
CCn1c2ccc(/C(C)=N\O)cc2c2cc(/C(C)=N\O)ccc21 | 4 | -11 | 0 | -0.5 | -9 | 3 | -1.2 | 1 | -9
CCOc1cc(C(=O)Nc2ccc(-c3nnc4n3CCCCC4)cc2)cc(OCC)c1OCC | 2 | nt | nt | -0.9 | -5 | 4 | nt | -1 | 6
CC(C(=O)Nc1ccccc1)N(C)CCOc1ccc(Br)cc1 (configuration not stated) | -1 | -15 | -7 | 1.6 | 5 | -7 | 1.1 | 11 | 2
Cc1c(NS(=O)(=O)c2ccc3c(c2)CCN3C(=O)C2CC2)c(=O)n(-c2ccccc2)n1C | -2 | 1 | nt | -0.8 | nt | -35* | nt | 0 | -2
Cc1c(NC(=O)c2ccccc2N)cccc1C(=O)O | -6 | -4 | 8 | 0.3 | 10 | 3 | 0.0 | 1 | -3
Cc1ccc(C(=O)Cn2c(N3CCOCC3)nc3c2c(=O)n(C)c(=O)n3C)cc1 | 7 | -8 | -10 | -2.0 | -6 | 0 | -0.3 | 3 | -9
CC1(C)SCC(C(=O)O)N1C=O (configuration not stated) | -2 | -5 | nt | 0.3 | nt | -3 | nt | 0 | 6
O=C(CNCC1CCCO1)N1CCN(S(=O)(=O)c2ccc3ccccc3c2)CC1 (configuration not stated) | 1 | -3 | 0 | -0.8 | -2 | 4 | -0.2 | 0 | -4
COc1cc(/C=C/C(=O)O)cc(S(=O)(=O)N2CCc3ccccc32)c1OC | -2 | 6 | -1 | 0.7 | -4 | 10 | 0.4 | 3 | -6
O=C(Cn1c2ncccc2c(=O)n1-c1ccccc1)NCc1ccccc1Cl | 0 | -10 | nt | 0.1 | 2 | 8 | 0.4 | 4 | 6
COc1ccc(C)cc1NC(=S)NNC(=O)c1ccccc1Cl | 6 | 32 | -9 | -1.6 | 12 | 0 | -0.4 | -1 | -1
CC(=O)Nc1c(C)nn(-c2ccccc2)c1N1CCC(C(=O)Nc2ccccc2F)CC1 | 9 | 5 | nt | 0.2 | -6 | -30 | 0.7 | -1 | 2
COC(=O)c1sc2nc(C)nc(SCC(=O)C(C)(C)C)c2c1C | 1 | -6 | 6 | 0.0 | -2 | -2 | 0.2 | 7 | -7
CCOc1cc(CNC(=O)c2cc(-c3ccc(Cl)s3)nc3ccccc23)ccc1OC | 4 | -8 | nt | -0.1 | -4 | 11 | 0.3 | 1 | 1
Cc1ccc(S(=O)(=O)N2CCOCC2)cc1NC(=O)c1cc2c(s1)CCC2 | -3 | 4 | 4 | -1.0 | -4 | -3 | 0.1 | 0 | -1

Structural class: the entries above containing bromine.
SMILES | TRHR enhancer | RXFP1 antag | D2 antagonist | TRHR ag | D2 potentiator | D1 antag | D2 ag | D1 agonist | D1 potentiator
CCCc1ccc(C(=O)NNC(=O)c2ccc(Br)cc2)cc1 | -4 | -7 | 7 | -0.4 | 1 | -5 | 0.0 | 3 | 0
CC(C(=O)Nc1ccccc1)N(C)CCOc1ccc(Br)cc1 (configuration not stated) | -1 | -15 | -7 | 1.6 | 5 | -7 | 1.1 | 11 | 2

Source: PubChem

The order is random. Share with any hit: about 7.3%.
